# ERp5 inh: inhibitors of ERp5-driven insulin aggregation, primary screen, biochemical, turbidity, absorbance 650 nm, single point | 90 min | Protein disulfide-isomerase A6 (Homo sapiens), Q15084 | actives 0.05% (n = 350,000) | inhibition, % at 9.99 µM;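 active = mean replicate inhibition above about 25%, with every replicate also reaching it, limit read from the data, passing the limit was not always enough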
# Target sequence (Q15084 whole entry, looked up): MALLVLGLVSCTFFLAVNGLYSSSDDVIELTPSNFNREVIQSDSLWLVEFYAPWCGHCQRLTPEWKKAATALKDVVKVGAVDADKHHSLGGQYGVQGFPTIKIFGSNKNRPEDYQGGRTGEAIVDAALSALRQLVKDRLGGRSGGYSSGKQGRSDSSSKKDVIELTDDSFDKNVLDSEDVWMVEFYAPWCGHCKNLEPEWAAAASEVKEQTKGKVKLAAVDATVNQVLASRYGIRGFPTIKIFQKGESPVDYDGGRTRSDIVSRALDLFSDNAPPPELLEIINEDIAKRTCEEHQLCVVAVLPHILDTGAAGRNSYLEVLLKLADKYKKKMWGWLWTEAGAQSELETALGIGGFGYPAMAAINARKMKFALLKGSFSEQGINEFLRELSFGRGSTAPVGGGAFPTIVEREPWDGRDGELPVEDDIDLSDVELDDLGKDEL
# SIRT5 inh: SIRT5 desuccinylase inhibitors, primary screen, biochemical, fluorescence imaging, single point, set 5. actives 1.1% (n = 330,000). AID 652115, 2013. inhibition, % at 15 µM. Purified SirT5, succinyl-peptide AMC, trypsin-coupled fluorescence. NAD-dependent protein deacylase sirtuin-5, mitochondrial (Homo sapiens), Q9NXA8; in the data active = inhibition above about 15%
# Target sequence (Q9NXA8 whole entry, looked up): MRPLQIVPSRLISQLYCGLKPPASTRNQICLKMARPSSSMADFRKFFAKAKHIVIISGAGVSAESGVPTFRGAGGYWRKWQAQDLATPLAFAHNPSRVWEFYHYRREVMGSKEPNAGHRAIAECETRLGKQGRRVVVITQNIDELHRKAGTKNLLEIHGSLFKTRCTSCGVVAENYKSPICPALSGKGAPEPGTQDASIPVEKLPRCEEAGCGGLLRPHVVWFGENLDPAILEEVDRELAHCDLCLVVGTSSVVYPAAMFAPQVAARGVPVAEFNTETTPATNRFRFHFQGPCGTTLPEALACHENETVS
# The depositor's hits bear a star; & = joins results of further samples. These rows are one share of the data (hit frequency here may not be typical).
# Results follow in this order: ERp5 inh, SIRT5 inh
CCC(=O)N1[C@@H]2c3cccc(=O)n3C[C@H]1[C@H](CO)[C@H]2C(=O)NC1CCCC1
 : -1, -6
O=C(Nc1cc(F)ccc1F)N1CC(=O)N2[C@H](C1)[C@H](c1ccc(C#CC3CCCC3)cc1)[C@@H]2CO
 : 4, 9
Cc1ccc(CN2CC(=O)N3[C@H](CO)[C@@H](c4ccc(Br)cc4)[C@@H]3C2)cc1
 : -8, -1
CCNC(=O)[C@H]1[C@H](CO)[C@H]2Cn3c(cccc3=O)[C@@H]1N2Cc1cc(F)ccc1F
 : -4, -2
CCOC(=O)[C@]12CCCC=C1N(CCC1=CCCCC1)C(=O)[C@H](CC(=O)NCc1cccc3ccccc13)C2
 : 2, -2
COc1ccccc1/C=N/N1C(=O)C(CC(=O)Nc2ccc([N+](=O)[O-])cc2OC)SC1=Nc1cccc(C)c1C (stereo not drawn)
 : -7, 0
CN(C(=O)COc1ccccc1)c1nc(-c2ccc(F)cc2)cs1
 : -3, 0
Cc1occc1-c1nnc(SCCNCCO)o1
 : 4, 1
O=C(NC(Nc1nc2ccc([N+](=O)[O-])cc2s1)(C(F)(F)F)C(F)(F)F)c1cccnc1
 : -2, 6
Cc1cccc(C)c1-n1nnnc1-c1nc2ccccc2[nH]c1=O
 : -2, 2
CCCN(CCC)c1cc(=O)nc2ccccn12
 : 4, -3
COc1ccc(-c2ccc(C3[C@@H]4CN(Cc5cc(OC)cc(OC)c5)C[C@H]3N4)cc2)cc1 (stereo partly drawn)
 : 3&9, 5&7
COc1ccc(NC(=O)Nc2ccc3c(c2)CC(=O)N([C@H](C)CO)C[C@H](C)[C@@H](CN(C)Cc2ccc(C(=O)O)cc2)O3)cc1
 : 0, 0
C/C=C/c1cccc(-c2nc(C(=O)NC3Cc4ccccc4C3)cc3c2[C@H](CCO)N(C(C)=O)C3)c1
 : 1, -1
O=C(C1CCOCC1)N1CC(=O)N2[C@H](CO)[C@H](c3ccc(C#Cc4cccc(F)c4)cc3)[C@H]2C1
 : -1, -5
N#Cc1ccc(-c2ccc3c(c2)[C@H]2[C@H](CCN2C(=O)C2CCC2)[C@H](CO)N3)cc1
 : 1, -5
CC(=O)C[C@@H]1OC[C@H](Cc2ccccc2)N1S(=O)(=O)c1ccc(C)cc1
 : -2, -1
O=C(C1CC1)N1CC(=O)N2[C@@H](CO)[C@@H](c3ccc(-c4ccccc4F)cc3)[C@@H]2C1
 : -10, 0
COc1ccc(CCN2C(=O)COc3ccccc3C2C(=O)Nc2ccc3c(c2)OCCO3)cc1OC (stereo not drawn)
 : 5, 1
O=C(C[C@@H]1CC[C@@H](NC(=O)Nc2ccccc2F)[C@H](CO)O1)NCc1ccc(F)cc1
 : -2, -3
COc1ccc2c3c([nH]c2c1)[C@H](CO)N(C(=O)c1ccc(F)cc1)CC31CN(C(=O)NC(C)C)C1
 : 2, -1
COc1ccc(OC)c(/C=N/NC(=O)c2cc3c(OC)cccc3[nH]2)c1
 : -11, 0
OCC1CCN(Cc2nc(Cc3ccccc3Cl)no2)CC1
 : 3, 6
Cc1cc(=O)[nH]c(SCCOc2cccc(C(F)(F)F)c2)n1
 : 1, -3
CCn1c(C)nc2cc(C(=O)NNC(=O)Nc3ccc(Cl)c(Cl)c3)ccc21
 : 0, 18*
CC(=O)C1=C(C)N(Cc2ccc(Br)cc2)C(=S)NC1c1ccc(F)cc1 (stereo not drawn)
 : 3, 1
Cc1ccccc1S(=O)(=O)N1CC(=O)N2[C@H](CO)[C@@H](c3ccc(C#Cc4ccccc4)cc3)[C@H]2C1
 : 7, -1
CC(C)CC#Cc1ccc([C@H]2[C@H](CO)N3C(=O)CN(C(=O)CN4CCOCC4)C[C@@H]23)cc1
 : 5, -4
COc1cccc(CN2CCN(Cc3cccn3-c3cccnc3)CC2CCO)c1 (stereo not drawn)
 : 4, 10
CN(C)C(=O)c1cccc(-c2ccc([C@@H]3[C@H](CO)N4C(=O)CN(C(=O)C5CCCC5)C[C@@H]34)cc2)c1
 : 4, -2

# Shown field by field: entries from further up.
Compound: COc1ccc(CCN2C(=O)COc3ccccc3C2C(=O)Nc2ccc3c(c2)OCCO3)cc1OC (stereo not drawn)
  ERp5 inh: 5
  SIRT5 inh: 1

Compound: O=C(C[C@@H]1CC[C@@H](NC(=O)Nc2ccccc2F)[C@H](CO)O1)NCc1ccc(F)cc1
  ERp5 inh: -2
  SIRT5 inh: -3

Compound: COc1ccc2c3c([nH]c2c1)[C@H](CO)N(C(=O)c1ccc(F)cc1)CC31CN(C(=O)NC(C)C)C1
  ERp5 inh: 2
  SIRT5 inh: -1

Compound: COc1ccc(OC)c(/C=N/NC(=O)c2cc3c(OC)cccc3[nH]2)c1
  ERp5 inh: -11
  SIRT5 inh: 0

# (cont.)
# Results follow in this order: ERp5 inh, SIRT5 inh
CCOC(=O)[C@]12CCCC=C1N(Cc1ccco1)C(=O)[C@H](CC(=O)NCCCN1CCCC1=O)C2
 : 6, -5
O=C(C[C@@H]1CC[C@@H](NC(=O)CC2CC2)[C@@H](CO)O1)NCc1ccccc1
 : 6, -2
CC(=O)N1CC2(C1)[C@H](c1ccc(-c3ccc(C#N)cc3)cc1)[C@@H](CO)N2C(C)=O
 : 1, 4
CCC(=O)N1[C@@H]2Cn3c(cccc3=O)[C@H]1[C@@H](C(=O)NC1CCCC1)[C@@H]2CO
 : 12, 0
O=C(NC[C@@H]1CC[C@@H]2[C@@H](CN2C(=O)CN2CCOCC2)O1)NC1CCCCC1
 : -2, 2
Nc1nc2ncccn2c1-c1ccc(F)cc1
 : -1, 2
O=C(C1CC1)N1CC(=O)N2[C@@H](CO)[C@H](c3ccc(C#CCc4ccccc4)cc3)[C@@H]2C1
 : -5, 2
CC(=O)C1=C(O)C(=O)N(c2cccnc2)C1c1ccc([N+](=O)[O-])cc1 (stereo not drawn)
 : 0, 4
C[C@H]1CN([C@@H](C)CO)C(=O)c2cccc(NC(=O)CCCCCC(=O)Nc3ccccc3N)c2O[C@H]1CN(C)CC1CCCCC1
 : 4, -2
Nc1nc2c(Br)ccc(Br)c2cc1C(=O)NCCc1ccccc1
 : -2, 0
CN1CCN(C(c2ccccc2)c2nnnn2C(C)(C)C)CC1 (stereo not drawn)
 : -3, -9
Cc1cc(N2CCN(C(=O)OC(C)(C)C)C[C@H]2C)ccc1N1CCN(Cc2ccccc2)[C@H](C)C1
 : 7, 3
CCCCc1c(-c2ccccc2OC)ncn1CCc1ccc(Cl)cc1
 : -3, 4
CCCC(=O)N1CC2(CCN(C(C)=O)CC2)c2c(n(C)c3cc(OC)ccc23)[C@@H]1CO
 : -6, -1
CC(C)CC#Cc1ccc([C@@H]2[C@@H](CO)N3C(=O)CN(C(=O)Nc4ccc(F)cc4)C[C@H]23)cc1
 : 7, 1
COc1cc(CN2CC3(CCN(C(=O)Nc4c(C)noc4C)CC3)c3c(n(C)c4cc(OC)ccc34)[C@H]2CO)cc(OC)c1
 : 1, 9
Cn1cnc(S(=O)(=O)N2CC[C@@H]3[C@@H](CO)Nc4ccc(C#Cc5ccc(F)cc5)cc4[C@@H]32)c1
 : 1, 1
COc1ccc2c3c(n(C)c2c1)[C@H](CO)N(C(=O)c1cccnc1)CC31CN(S(C)(=O)=O)C1
 : 0, -1
CC(C)c1[nH]nc2c1C(c1ccc(F)cc1)NC2=O (stereo not drawn)
 : -3, 5
O=C(Nc1ccc(F)cc1)C(CCc1ccccc1)N1CCN(c2ccncc2)CC1 (stereo not drawn)
 : 4, 5
CCCC#Cc1ccc([C@H]2[C@@H](CO)N3C(=O)CN(C(=O)Cc4cccnc4)C[C@H]23)cc1
 : 3, -4
C[C@H](c1ccccc1)N1C[C@@H](COCc2ccccc2)Oc2cc(N3CC[C@H](O)C3)ccc2S1(=O)=O
 : 3, 3
CC(=O)N1CC2(C1)[C@@H](c1ccc(-c3cccc(F)c3)cc1)[C@@H](CO)N2CC1CCCC1
 : -4, 3
CC(=O)N1CC2(C1)[C@H](c1ccccc1)[C@H](CO)N2Cc1ccccc1F
 : -4, -4
COCC(=O)N1CC2(C1)[C@H](c1ccc(-c3cccc(F)c3)cc1)[C@H](CO)N2C(=O)COC
 : -8, -4
CC(C)Cn1cnc2c1c(=O)n(CC(=O)NN)c(=O)n2Cc1ccccc1
 : 0, -2
Cc1nc2scc(-c3ccccc3)c2c(=O)n1N=C1C=CC(=O)C=C1
 : 1, 1
CN(C)C(=O)c1cccc(-c2ccc([C@@H]3[C@@H](CO)N4C(=O)CN(C(=O)CC5CC5)C[C@@H]34)cc2)c1
 : 2, -1
COc1ccc2c3c(n(C)c2c1)[C@H](CO)N(C(C)=O)CC31CCN(Cc2cccnc2)CC1
 : -1, -1
C[C@H]1CN([C@@H](C)CO)C(=O)c2c(c3ccccc3n2C)-c2ccccc2CO[C@@H]1CN(C)Cc1ccccc1C(F)(F)F
 : -2, 2

# (next part)
Structure | ERp5 inh | SIRT5 inh
CCCCOCCCNC(=O)C[C@@H]1C[C@@]2(C(=O)OCC)CCC=C2N(Cc2ccc3c(c2)OCO3)C1=O | 5 | 4
COc1ccc(NC(=O)Nc2ccc3c(c2)C(=O)N([C@@H](C)CO)C[C@H](C)[C@@H](CN(C)C(=O)Nc2cccc4ccccc24)OCCCC[C@@H](C)O3)cc1 | -5 | 8
O=C(NCCN1CCC(n2c(=O)[nH]c3ccccc32)CC1)c1cccc(Cl)c1 | 4 | -5
CCC(=O)N1CC2(C1)[C@H](c1ccc(-c3ccc(C)cc3)cc1)[C@H](CO)N2S(C)(=O)=O | 2 | 2
COc1cccc(CN(C)c2nc(-c3cccs3)nc3ccccc23)c1 | 3 | -2
O=C(c1sc2ccccc2c1Cl)N1CCN(c2ncccn2)CC1 | -3 | 1
O=C(C1CCCCC1)N1CC(=O)N2[C@H](CO)[C@@H](c3ccc(Br)cc3)[C@H]2C1 | -1 | 0
O=C(COC(=O)CC1CC2CCC1C2)Nc1ccc(F)cc1 (stereo not drawn) | 5 | 112*
COc1ccc(-c2ccc3c(c2)[C@@H]2[C@@H](CCN2C(=O)C2CCCC2)[C@H](CO)N3C)cc1 | 0 | 10
O=C(C[C@H]1C=C[C@H](NC(=O)C2CCOCC2)[C@@H](CO)O1)NCc1ccccc1Cl | -1 | 3
CCOC(=O)C1(C)NC(c2ccco2)C2C(=O)N(C)C(=O)C21 (stereo not drawn) | 3 | -3
CC(=O)Nc1cccc(Cn2cccn2)c1 | -2 | -3

# The last 3 entries of the part before come first, to join the parts.
Structure | ERp5 inh | SIRT5 inh
O=C(C[C@H]1C=C[C@H](NC(=O)C2CCOCC2)[C@@H](CO)O1)NCc1ccccc1Cl | -1 | 3
CCOC(=O)C1(C)NC(c2ccco2)C2C(=O)N(C)C(=O)C21 (stereo not drawn) | 3 | -3
CC(=O)Nc1cccc(Cn2cccn2)c1 | -2 | -3
CC(=O)CC1N(S(=O)(=O)c2ccc(C)cc2)c2ccccc2N1S(=O)(=O)c1ccc(C)cc1 | 4 | 0
COc1ccc(/C=C/C2=CC(C)(C)NC(=S)N2)cc1OC | -1 | 3
O=C1CN(S(=O)(=O)c2ccccc2)C[C@@H]2[C@H](c3ccc(Br)cc3)[C@H](CO)N12 | 1 | -4
COc1cc(-c2ccc(N3C(c4ccsc4)=Cc4ccccc4C3CC(C)=O)cc2)cc(OC)c1OC (stereo not drawn) | 8 | 0
COc1cccc(C2CC(c3ccccc3)=NN2S(=O)(=O)c2ccc(C)cc2)c1OC (stereo not drawn) | 2 | 0
COc1ccc(OC)c(N=C2SCCCN2C(=O)c2ccc(N3C(=O)CCC3=O)cc2)c1 | -2 | 3
Cc1ccc(-c2nc3c(C)cc(Br)cn3c2Cc2ccccc2C(F)(F)F)cc1 | 0 | -2
CSc1ncccc1C(=O)N1CCCC(N2CCN(c3ccccc3C)CC2)C1 (stereo not drawn) | 0 | -1
O=C(Nc1cc(F)ccc1F)N1CC(=O)N2[C@@H](CO)[C@H](c3ccc(/C=C/c4ccccc4)cc3)[C@@H]2C1 | -1 | -1
C=CCN1C(c2ccccc2)=CS/C1=C(/C#N)c1nnc(N2CCOCC2)n1-c1ccccc1 | -2 | -2
COc1ccccc1-c1ccc(C2[C@@H]3CN(S(=O)(=O)c4ccc(F)cc4)C[C@H]2N3)cc1 (stereo partly drawn) | -3&1 | 3&10
CN1CCN(C(=O)C[C@H]2CC[C@@H]3[C@H](COc4ccc(NC(=O)C5CCCC5)cc4C(=O)N3C)O2)CC1 | -1 | 3

# Next part.
Structure | ERp5 inh | SIRT5 inh
COc1cccc(-c2ccc(C3[C@@H]4CN(S(=O)(=O)c5cccc(OC)c5)C[C@H]3N4)cc2)c1 (stereo partly drawn) | 2&3 | 9&2
O=C1CN(Cc2ccc(F)cc2)C[C@H]2[C@@H](c3ccc(Br)cc3)[C@H](CO)N12 | 4 | 3
C[C@@H]1COc2cc(N3CCN(Cc4ccccc4F)CC3)ccc2S(=O)(=O)N1 | 4 | -1
COC(=O)[C@@]12C[C@@H](CC(=O)N3CCN(C(=O)c4ccco4)CC3)C(=O)N(Cc3ccco3)C1=CCC(C)(C)C2 | -1 | 0
CN1c2ccc(-c3cccc(C#N)c3)cc2[C@H]2[C@H](CCN2C(=O)NC2CCCC2)[C@@H]1CO | -1 | 4
CC(C)C[C@@H]1COc2cc(F)ccc2S(=O)(=O)N1 | 1 | -3
COc1cccc(NC(=O)N2CC(=O)N3[C@@H](CO)[C@H](c4ccc(C5=CCCCC5)cc4)[C@@H]3C2)c1 | 3 | -1
O=C(N/N=C/c1ccccn1)c1cc(-c2cccc3ccccc23)n[nH]1 | -2 | -4
COCCN1C(=O)CSCC1(C)C(=O)NC(C)C (stereo not drawn) | 9 | -3
Cc1cccc(C)c1NC(=O)C(CCc1ccccc1)N1CCC(c2ccccc2)CC1 (stereo not drawn) | 2 | 0
COc1ccc(-c2ccc([C@H]3[C@H](CO)N4C(=O)CN(C(=O)C5CCOCC5)C[C@@H]34)cc2)cc1 | 4 | 3
COc1ccc2c3c([nH]c2c1)[C@H](CO)NCC31CN(C(=O)C2CC2)C1 | -6 | 2

# Source: PubChem (Broad Institute)
